ELG1 genotox = inducers of genotoxicity in HEK293T ELG1-luciferase cells | HEK293T ELG1-luciferase reporter, luminescence, 16 h | Potency, µM (titrated, usually from 46 µM), without a hit: at the top dose activity change, positive = activation, usual class: activators | 330,000 compounds, 1.3% hits; further: potency means the concentration at half of the fitted maximal effect; % of control where 0% means no effect; nearly all actives have a fitted effect of over 60% in size
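Step 1: seed 2,000 HEK293T ELG1-luciferase cells per well. Step 2: add compound or DMSO, incubate 16 hr at 37 °C. Step 3: ONE-Glo, 30 min at room temperature, read luminescence.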
BRCA1 expr act = activators of BRCA1 expression; MCF7-BRCA1-FFLuc reporter, luminescence, 48 h; response scale: scaled: vehicle 0%, 10 µM genistein 100%; Potency, µM (doses to about 46.1 µM), without a hit: top-dose activation, most hits filed as activators; 380,000 compounds, 1.1% hits; further: potency means the concentration at half of the fitted maximal effect; nearly all actives have a fitted effect of over 80% in size; some results filed as inactive show a strong effect at the top dose
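MCF7 cells carrying a BRCA1-firefly luciferase reporter (2000 cells/well, phenol-red free MEM) were attached for 2 h at 37 °C, then given compounds for 48 h. Luminescence was read 15 min after luciferase reagent; activity normalized to genistein (10 microM) and DMSO.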
ASM inhibitor = blocks human secretory acid sphingomyelinase | Potency, µM (highest dose often 57.5 µM), inactives show at the highest dose activity change, negative = inhibition, actives largely listed as inhibitors | placental ASM, HMU-PC fluorogenic substrate, 60 min | AID 504937 | 340,000 compounds, 0.006% hits; further: potency means the concentration at half of the fitted maximal effect
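Human placenta-derived ASM enzyme was preincubated with compound for 10 minutes at room temperature, then given fluorogenic substrate HMU-PC0 (9 uM final) for 60 minutes at 37 °C; a pH 10 stop preceded fluorescence reading at Ex 386/Em 447 nm.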
Integrin act MD = activates integrin-mediated alleviation for muscular dystrophy. alpha7betagal myoblasts, beta-gal FDG fluorescence, 48 h. Potency, µM (titrated, usually from 38.3 µM), for the others: top-dose activation, hits mostly activators. 350,000 compounds, 0.064% hits. AID 624291;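 further: potency means the concentration at half of the fitted maximal effect; 100% = response of the positive control SU9516; nearly all actives have a fitted effect of over 60% in size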
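alpha7betagal+/- myoblasts (passage 13, 250/well) treated 48 h at 37C with compounds at 1:260 dilution of DMSO stock. Lysed, then beta-galactosidase activity read as FDG fluorescence (ex 480/em 540) after 30 min, with pre-read for autofluorescence.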
B2AR arrestin = agonists driving beta-arrestin recruitment to human beta2-adrenergic receptor. beta-arrestin recruitment to beta2AR, cell-based reporter. Potency, µM (top dose mostly 46.1 µM), inactives show top-dose activation, hits mostly activators. 330,000 compounds, 0.02% hits;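 further: potency means the concentration at half of the fitted maximal effect; 0% = DMSO controls and full agonism = EC100 isoproterenol or metaproterenol; nearly all actives have a fitted effect of over 65% in size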
uPA surface inh = blocks generation of uPA at the cell surface | cell surface uPA generation assay, qHTS | Potency, µM (highest dose often 38.3 µM), inactives show at the highest dose activity change, negative = inhibition, hits mostly inhibitors | 330,000 compounds, 0.31% hits; active means well fitted inhibition curve with a large enough effect; inconclusive means small, poorly fitted or top-dose-only effect; inactive means no such curve, though single readings can be large or run the other way; tested in mouse RAW 264.7 cells; further: potency means the concentration at half of the fitted maximal effect; on the % scale 0 is the no-effect control and ±100 the full control effect; nearly all actives have a fitted effect of over 55% in size
TRPV1 agonist = agonists of human vanilloid receptor 1 (TRPV1). Q8NER1. TRPV1-expressing cells, Fluo-8 calcium influx, agonist mode. activation, % at 8.33 µM. 320,000 compounds, 0.19% hits. AID 540275; in the data active means activation above about 80%; inconclusive means between about 30% and that limit; further: 0% is about no effect
Target sequence (Q8NER1 whole entry, looked up): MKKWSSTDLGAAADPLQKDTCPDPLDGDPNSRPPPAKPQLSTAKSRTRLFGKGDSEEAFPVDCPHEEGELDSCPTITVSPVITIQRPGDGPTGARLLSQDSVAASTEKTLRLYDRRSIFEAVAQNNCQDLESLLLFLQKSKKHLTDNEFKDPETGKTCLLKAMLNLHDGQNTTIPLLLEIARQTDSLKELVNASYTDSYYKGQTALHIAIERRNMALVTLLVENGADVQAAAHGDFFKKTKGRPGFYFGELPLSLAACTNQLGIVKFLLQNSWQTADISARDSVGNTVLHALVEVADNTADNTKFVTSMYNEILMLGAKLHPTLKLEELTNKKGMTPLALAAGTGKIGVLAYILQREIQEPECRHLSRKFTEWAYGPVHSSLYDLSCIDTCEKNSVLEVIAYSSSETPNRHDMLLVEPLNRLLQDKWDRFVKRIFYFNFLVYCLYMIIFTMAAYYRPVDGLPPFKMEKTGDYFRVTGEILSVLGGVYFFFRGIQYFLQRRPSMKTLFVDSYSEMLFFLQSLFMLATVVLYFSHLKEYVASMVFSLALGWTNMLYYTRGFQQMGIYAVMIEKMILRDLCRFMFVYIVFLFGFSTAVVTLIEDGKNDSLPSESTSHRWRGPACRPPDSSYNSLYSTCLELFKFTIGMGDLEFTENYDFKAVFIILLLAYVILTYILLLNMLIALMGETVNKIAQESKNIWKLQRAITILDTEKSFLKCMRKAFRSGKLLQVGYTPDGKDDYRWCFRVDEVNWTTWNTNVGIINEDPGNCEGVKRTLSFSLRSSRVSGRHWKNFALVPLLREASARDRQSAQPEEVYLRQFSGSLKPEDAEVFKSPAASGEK
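TRPV1-expressing cells were cultured overnight at 35.5C and loaded with Fluo-8 calcium dye for 40 to 90 min at room temperature. After a 10 s baseline, compound was added and calcium influx was read kinetically for 3 min (ex 480/em 520 nm).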
Eya2 inh = blocks the phosphatase activity of human Eya2; O00167; recombinant Eya2, OMFP fluorescence dephosphorylation (OMFP is methylfluorescein phosphate); Potency, µM (series often up to 76.9 µM), without a hit: top-dose activity, negative = inhibition, most hits filed as inhibitors; 330,000 compounds, 0.006% hits; further: potency means the concentration at half of the fitted maximal effect; on the % scale 0 is the no-effect control and ±100 the full control effect
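Eya2 protein (added as 0.2 uM solution) was preincubated with compound for 10 min at ambient temperature in 50 mM HEPES pH 7.5, 50 mM NaCl, 5 uM MgCl2, 0.05% BSA, 1 mM DTT. OMFP (added at 50 uM) then reacted 10 min; fluorescence read at 485/525 nm.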
p53 reactivator = mutant p53 re-activation in reporter cells | H1299 p53-A138V BP100-luciferase reporter, luminescence, 24 h | Potency, µM (top dose mostly 92.2 µM), for inactives: at the highest dose activity change, positive = activation, usual class: activators | 320,000 compounds, 0.063% hits | AID 504706; further: potency means the concentration at half of the fitted maximal effect; % of control where 0% means no effect; nearly all actives have a fitted effect of over 45% in size
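H1299 (p53-null), stable ts p53-A138V + BP100-Luc; 1000 cells/well, Opti-MEM/10% FBS; cpd 4 pt, 1:5; 24 h, 37 deg C, 5% CO2; detection reagent 10 min RT; luminescence.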
USP2a inh = inhibitors of human ubiquitin-specific protease USP2a; O75604; USP2 core, Ub-CHOP2 coupled fluorogenic reporter, 485/531; Potency, µM (series often up to 38.3 µM), without a hit: at the highest dose activity change, negative = inhibition, most hits filed as inhibitors; 330,000 compounds, 0.01% hits; AID 463254;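 further: potency means the concentration at half of the fitted maximal effect; plate controls were DMSO wells for no effect and full inhibition by NEM control for full effect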
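Cell-free coupled assay: 10nM USP2 core preincubated 30min RT with compound in Tris-HCl pH 8.0/CaCl2/CHAPS buffer, then 25nM Ub-CHOP2 and 25nM reporter substrate; fluorescence (Ex 485/Em 531) read after 60min RT, normalized to NEM inhibition, concentration-response curves fitted.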
TSG101-PTAP inh = blocks PTAP/TSG101 interaction to inhibit HIV-1 budding | Q99816 | Fluorescence polarization, FITC-PTAP peptide / Tsg101 binding | Potency, µM (top dose mostly 115 µM), for inactives: top-dose activity change, negative = inhibition, most hits filed as inhibitors | 340,000 tested, under 10 active | AID 493005; active means well fitted inhibition curve with a large enough effect in the main read-out, with a control signal flat, not every such curve was filed as active; inconclusive means small, poorly fitted or top-dose-only effect, or effect the other way, or a change in a side signal; inactive means no such curve, though single readings can be large or run the other way; further: potency means the concentration at half of the fitted maximal effect; % of control where 0% means no effect
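Steps: Tsg101 binding domain dispensed (10 uM final), compounds pinned in DMSO, FITC-labeled PTAP-motif peptide added (50 nM final); after 20 min binding at room temperature, polarization measured.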
Starred values were filed as active, the others as inactive; u = inconclusive; x = no result given; [ ] = another dose, or the depositor's remark. Unless noted, the call rests on the fitted dose curve; in most records, active means well fitted curve in the direction sought with a large enough effect; inconclusive means small, poorly fitted or top-dose-only effect, or another doubt; inactive means no such curve, though single readings can be large; an effect the other way counts as inactive or inconclusive.

item	canonical_smiles	ELG1 genotox	BRCA1 expr act	ASM inhibitor	Integrin act MD	B2AR arrestin	uPA surface inh	TRPV1 agonist	Eya2 inh	p53 reactivator	USP2a inh	TSG101-PTAP inh
1	c1ccc(COc2cccc(CNCc3ccccn3)c2)cc1	1%	41%	6%	33%	-0.1%	u	6	5%	8%	8%	-5%
2	COCCNC(=O)Cn1cc(C(=O)c2ccco2)c2ccccc21	2%	-23%	6%	-17%	-0.1%	-1%	-2	-12%	-2%	-1%	-1%
3	O=C(Nc1ccc(O)c(-c2nc3ccccc3o2)c1)C1(c2ccc(Br)cc2)CCCC1	-1%	-23%	47%[activator]	1%	-0.6%	-1%	-1	-2%	-1%	5%	2%
4	Cc1sc2nc(C)n(/N=C/N(C)C)c(=O)c2c1C	3%	6%	8%	-9%	0.0%	0%	4	-14%	-1%	8%	-1%
5	CC12CCC(C(=O)NCc3ccc(Cl)cc3)(OC1=O)C2(C)C (stereo not drawn)	3%	-22%	-2%	-20%	-0.5%	x	9	1%	-3%	0%	-1%
6	c1ccc2c(c1)OCC(c1nnc3n1-c1ccccc1SC3)O2 (stereo not drawn)	-6%	4%	-5%	-14%	-0.4%	3%	4	25%	0%	-1%	-7%
7	Cc1ccc(CSc2nnc(C)c(=O)n2N)cc1	3%	42%	2%	22%	-0.3%	2%	1	3%	8%	4%	-2%
8	CSc1ccc(C2CC(=O)Nc3c2c(=O)n(C)c(=O)n3C)cc1 (stereo not drawn)	4%	-28%	2%	-22%	-0.8%	0%	-2	-1%	-2%	0%	-4%
9	Cc1ncsc1CCC(=O)N1CCCC(C(=O)c2cccc(Cl)c2)C1 (stereo not drawn)	-2%	2%	3%	6%	0.5%	-14%	u	3%	2%	2%	-1%
10	Cc1nc(CCNC(=O)COc2ccccc2)cs1	-1%	2%	19%	-19%	0.0%	-22%	-3	-4%	-2%	-2%	2%
11	Cc1cc(C(=O)O)c(CSc2ncn[nH]2)o1	-1%	-5%	5%	17%	0.0%	7%	-3	2%	-11%	4%	-3%
12	CSc1ccccc1NC(=O)CN(c1cccc(C)c1)S(C)(=O)=O	1%	4%	2%	16%	0.2%	x	-1	-1%	-9%	-1%	-6%
13	COc1ccc(-c2nsc(SCC(=O)NCC3CCCO3)n2)cc1 (stereo not drawn)	9%	0%	-2%	1%	0.0%	-3%	-3	5%	3%	0%	-4%
14	O=[N+]([O-])c1cc(/C=N/OCc2c(Cl)cccc2Cl)ccc1N1CCOCC1	-1%	4%	-18%	7%	0.0%	x	0	0%	-8%	1%	-6%
15	COc1ccc(CC(=O)Nc2ccc(NC(=O)c3ccccc3F)cc2)cc1	10%	11%	-2%	u	0.2%	17%	-2	8%	4%	-1%	-7%
16	Cc1cccc(C)c1NC(=O)C(=O)NCCOc1ccc(Cl)cc1	-1%	-6%	0%	13%	4.1%	-3%	-1	0%	5%	2%	-5%
17	COc1ccc(N2CCn3c2nc2c3c(=O)n(CCCc3ccccc3)c(=O)n2C)c(OC)c1	-12%	-72%	-8%	-43%[7.66 µM]	-0.8%	-9%	9	4%	2%	-2%	-2%
18	CCN(CC)C(=O)CSc1nc2cc(S(=O)(=O)N3CCOCC3)ccc2n1CC	-2%	0%	x	-15%	-0.2%	-5%	11	11%	0%	-1%	-1%
19	C/C(=N\NC(=O)CCc1ccccc1)c1ccc(Br)cc1	0%	-19%	-6%	13%	-0.1%	-4%	u	-19%	-4%	1%	-1%
20	O=C(Nc1ccccc1N1CCOCC1)c1ccc2c(c1)OCCO2	-1%	3%	1%	u	-0.7%	-1%	26	u	-20%	-2%	-9%
21	CN(c1ccc(OCC(=O)OCc2nnc(-c3ccccc3)o2)cc1)S(=O)(=O)c1ccc(Cl)cc1	0%	-1%	0%	-4%	-0.2%	-5%	0	-19%	7%	-2%	3%
22	Cc1nc2n(n1)CC(O)CS2 (stereo not drawn)	-1%	2%	0%	20%	-1.0%	-1%	-2	21%	-6%	u	-2%
23	Cc1nn(C)c(Cl)c1NC(=O)OCc1ccccc1	-8%	6%[1.84 µM]	1%	-8%	-0.1%	1%	6	-2%	-5%	0%	-8%
24	CCOC(=O)CC1C(=O)NCCN1C(=O)NC1CCCCC1 (stereo not drawn)	-3%	4%	6%	3%	0.0%	x	-1	-20%	-1%	-1%	-8%
25	Cc1ccc(S(=O)(=O)N2CCCOC2CNC(=O)C(=O)NCc2ccccn2)cc1 (stereo not drawn)	0%	-7%	4%	0%	-0.6%	7%	-1	1%	0%	2%	0%
26	Cc1ccc(-n2ncc3c(=O)n(CC(=O)N(C(C)C)C(C)C)cnc32)cc1	-1%	1%	4%	8%	-0.3%	-19%	4	-25%	9%	-1%	1%
27	CCOC(=O)c1c(NS(C)(=O)=O)sc2c1CCC(C)C2 (stereo not drawn)	2%	0%	4%	9%	-0.4%	0%	2	0%	3%	0%	-4%
28	O=C(O)c1ccc(C2(c3ccc(C(=O)O)cc3)OC(=O)c3ccccc32)cc1	0%	2%	6%	u	0.5%	8%	-5	-7%	12%	0%	-2%
29	O=C(CN1C(=O)NC2(CCCCCC2)C1=O)N1CCC(Cc2ccccc2)CC1	-6%	-49%	-1%	-22%	-0.6%	-3%	0	-6%	-8%	0%	3%
30	Cc1ccc(C)c(NC(=O)c2cc([N+](=O)[O-])cc([N+](=O)[O-])c2)c1	x	-13%	-1%	-5%	-0.1%	1%	3	-3%	u	-1%	-7%
31	COc1cccc(CN(C)C(=O)CNC(=O)c2sc3ccccc3c2Cl)c1OC	-1%	-6%	0%	-14%	-0.2%	10%	0	2%	-2%	2%	1%
32	CCn1c(=N)c(S(=O)(=O)c2ccc(F)cc2)cc2c(=O)n3ccccc3nc21	6%	-6%	15%	7%	0.4%	-5%	17	17%	-7%	4%	-15%
33	C=CC[C@@H](CC(=O)N[C@H](CO)Cc1ccccc1)C(=O)N[C@@H](COC(=O)[C@@H](CC=C)Cc1ccc(F)cc1)Cc1ccccc1	u	-9%	-7%	18%	8.2%	0%	x	-3%	-2%	0%	1%
34	COC(=O)CSc1nc(N2CCCCC2)c2c(c1C#N)CCCC2	-1%	3%	0%	14%	-0.8%	2%	19	1%	1%	1%	1%
35	CC(C)(C)C(=O)NC1CC2CCCC(C1)N2C(=O)Nc1ccc(Cl)cc1 (stereo not drawn)	-2%	-9%	0%	10%	-0.7%	-1%	-2	9%	-3%	1%	0%
36	O=C(COc1ncnc2c(Cl)cc(Cl)cc12)N1CCCCC1	3%	1%	-2%	16%[7.66 µM]	-0.6%	5%	-1	-7%	-11%	5%	-8%
37	CN1CCN(C(=O)c2cnn3c2NC(c2ccccc2)CC3C(F)(F)F)CC1 (stereo not drawn)	0%	3%	-3%	36%	-0.3%	1%	-4	-6%	-2%	5%	0%
38	COc1ccc(NC2CCCN(C(=O)CCc3ccncc3)C2)cc1OC (stereo not drawn)	0%	0%	8%	24%	0.4%	-4%	-2	10%	4%	1%	1%
39	COc1ccc(CNC(=O)COC(=O)c2c(NC(C)=O)sc(C)c2C)cc1	2%	12%	-1%	-18%	0.3%	4%	-1	-14%	x	2%	1%
40	CCc1nnc(SCC(=O)Nc2ccccc2)nc1CC	5%	7%	1%	u	0.1%	-7%	0	-4%	-5%	2%	-4%
41	CC1=NNC(=O)C1CC(=O)N/N=C/C(Br)=C/c1ccccc1 (stereo not drawn)	0%	-3%	0%	-52%[inhibitor]	-0.7%	-4%	-2	-1%	12%	0%	-1%
42	COc1ccccc1-c1cc(C(F)(F)F)nc(S(=O)(=O)CCCC(=O)Nc2cc(C)on2)n1	16%	-94%	74%	-66%[inhibitor]	0.4%	-8%	-2	-21%	-38%[inhibitor]	3%	-1%
43	O=C1NC(=Nc2ccccc2Cl)SC1(CO)CO	-2%	11%	2%	2%	-0.8%	-11%	2	5%	-5%	0%	-2%
44	COCC(=O)N1CCCC(C(=O)c2ccc3c4c(cccc24)CC3)C1 (stereo not drawn)	2%	2%	6%	-10%	0.4%	11%	9	-9%	-3%	-1%	-4%
45	CC(C)[C@H](NC(=O)c1ccco1)C(=O)OCC(=O)Nc1ccc(Cl)c(S(=O)(=O)N(C)C)c1	0%	-6%	-4%	-25%	-0.5%	0%	5	6%	2%	-1%	-9%
46	CC(C)CCNC(=O)c1ccc2nc[nH]c2c1	u	62%	-1%	36%	-0.2%	-2%	1	-6%	5%	3%	-8%

From PubChem BioAssay
